Screening data as filed in PubChem.
Cneo AK release – Cryptococcus neoformans cell lysis inducers, primary screen, AK release luminescence, single concentration; lysis activity, % at 15 µM; C. neoformans lysis, adenylate kinase release luminescence, 4 h; normalised: neutral wells 0, clomiphene wells 100; AID 651654, 2012; 360,000 tested, 0.2% active;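 active means mean lysis activity across replicates of at least 80%, whatever share of replicates individually reach that level; inactive means mean lysis activity below 80%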
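Material: C. neoformans cells; Schedule: 4 h static compound exposure, 37 °C, read 1 h post-reagent; Measured by: adenylate kinase release luminescence; Read-out: signal increase indicating cell lysis; Controls: Clomiphene as positive lysis control.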
miR-122 sensor – miR-122 Renilla sensor signal increase in Huh7, primary screen, miR-122 inhibitor project, cell-based, single point, plate reader; Huh7 miR-122 Renilla luciferase sensor, 48 h; neutral wells = 0, positive control = 100; activation (reporter increase), % at 12.5 µM; 340,000 tested, 0.3% active; AID 602342, 2012;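 active means mean replicate activation score at least 90 and every replicate individually at or above 90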;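 further: higher luciferase means less miR-122 activity so hits act as miR-122 inhibitors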
* = called active by the depositor. Not all compounds are listed; count on the stated rates, not on these rows.

SMILES | Cneo AK release | miR-122 sensor
CCOC(=O)C(NC(C)=O)(Nc1ccc(S(=O)(=O)Nc2nccs2)cc1)C(F)(F)F (stereo not drawn) | 0.1 | -9.4
COc1cc(C(=O)NC(=S)Nc2cccc(-c3cc4ccccc4oc3=O)c2)cc(OC)c1OC | 10.2 | 0.6
COc1cccc(OCc2cc(/C=N/NC(=O)c3ccn[nH]3)ccc2OC)c1 | -2.5 | -3.1
CC(C)(C)CC(=O)Nc1ccc(Nc2ccccc2)cc1 | 5.0 | 1.9
O=C(Nc1ccc(F)cc1Cl)c1ccc2c(=O)n3c(nc2c1)CCCCC3 | -0.4 | 4.2
Cc1cc(=O)oc2cc(OC(C)C(=O)N3CCOCC3)ccc12 (stereo not drawn) | -0.9 | -20.8
C/C(=N\OC(=O)c1ccc(OC(C)C)cc1)c1ccc(C)c(C)c1 | -0.8 | -4.4
O=C(Nc1ccc2nc(-c3cccs3)[nH]c2c1)c1cccs1 | -8.3 | 5.4
Cc1cc(Oc2nnnn2-c2ccccc2)ccc1Cl | 2.2 | -7.6
CCCNC(=O)c1cccc(Cn2nc(C)c(Br)c2C)c1 | -1.8 | -2.9
COc1ncnc(OC)c1NC(=O)c1ccc(F)cc1 | 1.8 | -4.6
C=CCn1c(SCC(=O)NCc2ccco2)nc2sc3c(c2c1=O)CCC3 | -2.3 | 0.8
CCCn1c(C)cc(/C=C(\C#N)C(=O)OCC(=O)Nc2ccc(OC)c(Cl)c2)c1C | -7.0 | -8.9
COc1ccc(-c2cc(-c3ccccc3)nc(-c3ccc4c(c3)NC(=O)CO4)c2)cc1 | 5.4 | 8.7
Cc1ccc(C(C(=O)NC2CCCCC2)N(Cc2ccco2)C(=O)Cn2cnc3ccccc32)cc1 (stereo not drawn) | 0.7 | 2.6
COc1ccc(S(=O)(=O)N2CCN(S(=O)(=O)c3ccc4c(c3)OCCO4)CC2)cc1C | -4.1 | -3.7
COC(=O)c1ccc(Cn2c(C)cc(C)[n+]2C)o1 | 0.0 | 4.0
CCO/C(C)=N/n1c2nc3ccccc3nc2c2c(=O)n(C3CCCC3)c(C)nc21 | 0.1 | -2.4
N#CC(C(=O)Nc1ccc(Cl)c(Cl)c1)=C1Nc2ccccc2N1 | 10.3 | 4.0
COc1ccc(OCCCC(=O)NCCc2ccccc2)cc1 | 12.2 | 223.3*
CCCC(c1nnnn1Cc1ccco1)N1CCN(C2CCCC2)CC1 (stereo not drawn) | 0.6 | 5.7
COc1ccc(NC(=O)CSc2nnnn2-c2ccc(OC)cc2)cc1 | 3.8 | 1.1
COCCNC(=S)N(Cc1cccnc1)Cc1ccc(OC)c(OC)c1 | -4.9 | -2.0
CN1CCN(c2nc(N3CCN(CCO)CC3)nc3ccccc23)CC1 | 1.5 | 1.4
CCOc1ccc(CNc2ccc3c(c2)ncn3C)cc1 | -4.9 | 2.7
O=C(CN(c1ccc2c(c1)OCCO2)S(=O)(=O)c1ccccc1)NCc1ccco1 | -0.9 | 17.5
Cc1ccc2nc(NC(=O)CSCc3ccccc3)sc2c1 | 0.5 | -5.8
O=C(COc1ccc(-n2cnnn2)cc1)NCCc1ccc(F)cc1 | -2.7 | -7.7
CN(c1cccc(Cl)c1)S(=O)(=O)c1cccc(C(=O)NC2=NCCS2)c1 | -2.6 | -0.4
CSc1nc(-c2ccco2)nn1C(=O)c1cccs1 | 0.3 | -3.4
c1ccc(-c2nc(N3CCOCC3)c3ccccc3n2)nc1 | 6.5 | -2.7
Cc1ccc(S(=O)(=O)Cn2nnnc2C(C(C)C)N2CCN(C(=O)c3ccco3)CC2)cc1 (stereo not drawn) | 0.2 | -3.6
COC(=O)C1C(=O)CC(C)(O)C(C(=O)OC)C1c1ccccc1F (stereo not drawn) | -0.4 | -8.1
Cc1ccc(NC(=O)Nc2ccccc2)cc1[N+](=O)[O-] | -4.1 | -12.1
CCN(CC)C(=S)SCC(=O)c1c(C)[nH]c2ccccc12 | -4.1 | 12.6
CCOc1ccc(NC(=O)C2CC(=O)N3CCCN=C3S2)cc1 (stereo not drawn) | 14.8 | -0.9
CCc1ccccc1NC1=NCC(=O)N1Cc1ccc(OC)cc1 | 0.7 | 2.0
COc1ccc(-c2nn3c(-c4ccccn4)nnc3s2)cc1OC | 7.6 | -13.7
Cc1ccc(-n2ncc(-c3nnc(SCC(=O)NC4CCCC4)o3)c2N)cc1C | 16.7 | -3.3
O=C(OCc1cc2ccccc2[nH]c1=O)c1cccnc1 | -0.1 | -4.9
Nc1nnc(SCC(=O)OCc2ccc(Cl)c(Cl)c2)s1 | -4.4 | -1.4
Cc1cc(N2C(=O)C(=O)/C(=C(/O)c3ccccc3)C2c2cccs2)no1 (stereo not drawn) | 3.7 | -2.1
CCC1(CC)NC(=O)N(CC(=O)Nc2sc3c(c2C(N)=O)CCC3)C1=O | 3.0 | 2.0
CCOc1cccc(C2C(C(=O)c3ccc(C)o3)=C(O)C(=O)N2Cc2ccncc2)c1 (stereo not drawn) | -5.5 | -2.4
Cc1ccc(Nc2nc(N)nc(CSc3nccn3C)n2)cc1 | -3.5 | 3.8
Cc1ccccc1Cn1c(=N)n(CC(O)c2ccco2)c2ccccc21 (stereo not drawn) | -2.2 | 1.7
Cc1ccc2nc(NCCCO)nc(-c3ccccc3)c2c1 | -2.0 | -3.1
CCCOc1cccc(C2/C(=C(/O)c3ccc(F)cc3)C(=O)C(=O)N2CCN(C)C)c1 (stereo not drawn) | -3.1 | -1.2
Cc1ccc(Cl)cc1N1CCN(C(=O)C2CCN(S(=O)(=O)c3c(C)nn(C)c3C)CC2)CC1 | -0.2 | -7.8
Nc1nc(Cl)cc(N2CCOCC2)n1 | -1.6 | -0.7
Cc1ccc(C(=O)NCCNc2ccc(Cl)cc2[N+](=O)[O-])o1 | 7.1 | -19.7
N#C/C(=C\c1cn[nH]c1-c1ccc(Cl)cc1)C(=O)NCc1ccccc1 | -4.5 | -1.8
CC(C)c1nc(-c2ccccn2)no1 | 8.0 | -1.5
COc1ccc(/C=N\n2nnc3ccccc32)cc1 | -9.0 | -4.7
CC/C(=N\OC(=O)c1ccc(OC(C)C)cc1)c1ccc(C)cc1 | -0.6 | -2.3
O=C1NC(Nc2nccs2)(C(F)(F)F)C(=O)N1CCc1ccccc1 (stereo not drawn) | 4.9 | -2.1
CCOC(=O)c1snc2c(=O)[nH]cnc12 | 1.2 | -9.9
O=C(CCCSc1nc2ccccc2[nH]1)Nc1nnc(-c2ccccc2)o1 | 5.1 | 2.3
O=C(Nc1cnn(Cc2ccc(Cl)cc2)c1)c1ccc([N+](=O)[O-])cc1 | 0.4 | 0.2
C=CCNC(=S)NNC(=O)c1cccn(Cc2cccc(Cl)c2)c1=O | 6.7 | -3.8

Molecules listed so far that contain a nitro group on carbon, in the order listed:
SMILES | Cneo AK release | miR-122 sensor
Cc1ccc(NC(=O)Nc2ccccc2)cc1[N+](=O)[O-] | -4.1 | -12.1
Cc1ccc(C(=O)NCCNc2ccc(Cl)cc2[N+](=O)[O-])o1 | 7.1 | -19.7
O=C(Nc1cnn(Cc2ccc(Cl)cc2)c1)c1ccc([N+](=O)[O-])cc1 | 0.4 | 0.2

miR-122 sensor: what is marked active above
canonical_smiles	miR-122 sensor
COc1ccc(OCCCC(=O)NCCc2ccccc2)cc1	223.3*

Whole records, looked up by structure. Values in the order: Cneo AK release	miR-122 sensor
Record of CCOC(=O)c1snc2c(=O)[nH]cnc12 : 1.2	-9.9
Record of O=C(CCCSc1nc2ccccc2[nH]1)Nc1nnc(-c2ccccc2)o1 : 5.1	2.3
Record of Cc1ccc(Nc2nc(N)nc(CSc3nccn3C)n2)cc1 : -3.5	3.8

More compounds follow:
SMILES | Cneo AK release | miR-122 sensor
C=CCn1c(SCc2ccc3nonc3c2)nnc1-c1cccs1 | -1.4 | -9.3
COc1ccc(OC)c(C2C3=C(CCCC3=O)NC3=C2C(=O)CCC3)c1 | 1.9 | -5.5
O=Cc1cn(CC(=O)N2CCCc3ccccc32)c2ccccc12 | -0.1 | 0.7
CCN(CCNC(=O)CN1CCN(Cc2ccc(Cl)cc2)C1=O)c1ccccc1 | -0.6 | 9.8
Clc1cccc(-c2nc(-c3ccccn3)no2)c1 | -11.7 | 7.4
O=C(O)CC(C(=O)OCCOc1ccccc1)N1CCOCC1 (stereo not drawn) | -0.8 | -2.8
CC1=C(C(=O)Nc2ccccc2)C(c2cccs2)C(C#N)=C(SCC#N)N1 (stereo not drawn) | 1.7 | -9.6
O=C(Nc1ccc(Cl)cc1)NC1CCCCC1Cc1ccco1 (stereo not drawn) | 0.1 | 5.9
Cn1nccc1C(=O)OCC(=O)Nc1nc(-c2ccccc2)cs1 | 8.1 | 5.9
COc1ccc(CC(=O)OCCN(C)C)cc1 | -1.1 | 1.6
COC(=O)CNc1nc(-c2ccncc2)nc2ccccc12 | 0.7 | 1.5
COc1ccc(C)cc1NC(=O)CSc1nnnn1Cc1ccccc1 | -1.3 | -2.5
Cc1cc(OCC(=O)Nc2ccc3c(c2)OCCO3)cc(C)c1Cl | -6.2 | -1.2
CCOC(=O)C1CCCN(C(=O)c2cc(Nc3ccc(OC)c(OC)c3)nc3ccccc23)C1 (stereo not drawn) | 1.4 | 1.0
O=C(CN1C(=O)S/C(=C\C=C\c2ccccc2)C1=O)Nc1ccc(O)cc1 | -1.9 | 0.3
COC(=O)c1c(C(=O)OC)c2ccncn2c1Cl | 0.2 | 2.3
COC(=O)CSc1nc(C(C)C)nc2ccccc12 | -3.9 | -6.8
COc1cc(C(=O)N(Cc2ccco2)Cc2cc3ccccc3[nH]c2=O)cc(OC)c1OC | 3.3 | -0.2
Cc1ccc2c(n1)sc1c(-c3ccccc3)c(C#N)c(N)nc12 | -2.4 | 1.8
O=c1c2ccccc2nc(CSc2nnnn2-c2ccccc2)n1-c1ccccc1 | 0.6 | 0.4
COc1ccc(NC2=NCC(=O)N2c2ccccc2)c(OC)c1 | 0.2 | -1.7
CCc1nnc(NC(=O)c2ccc(S(=O)(=O)N(CC)Cc3ccccc3)cc2)o1 | 6.1 | 22.8
O=C(Cc1ccccc1)NCC(=O)N1CCCCCC1 | -9.7 | 3.0
Cc1ccccc1NC1(C#N)C(=O)Nc2ccccc21 (stereo not drawn) | 1.4 | -3.7
COC(=O)Cn1c(C)c(C#N)c2ccccc21 | 1.7 | -1.4
O=C(CCn1nnc2ccccc21)N1CCN(c2ccccc2)CC1 | 7.4 | -3.7
O=C(/N=C1\NC(=O)C(F)(C(F)(F)F)S1)NC1CCCCC1 (stereo not drawn) | 0.1 | 1.9
COc1ccc(S(=O)(=O)N2N=C(C)Oc3ccccc3C2=O)cc1 | -0.7 | 123.2*
Cc1nc(-c2ccccc2)sc1-c1nc(-c2ccncc2)ncc1S(=O)(=O)c1ccccc1 | -0.5 | 6.0
O=[N+]([O-])c1ccc2nccn2c1 | 12.0 | 21.4
O=C(Nc1ccc2c(c1)OCO2)C1CCCN1C(=O)Nc1cccc(F)c1 (stereo not drawn) | 2.8 | 1.0
O=C(Nc1ccc(Cl)cc1)NC1CCCCC1 | -1.3 | 16.2
CC(Oc1ccccc1)c1ccnn1S(C)(=O)=O (stereo not drawn) | 2.7 | 0.8
COC(=O)COC(=O)c1ccc(-n2nnnc2SC)cc1 | 4.3 | -14.2
O=C(Nc1ccc2c(c1)OCO2)c1cccc(F)c1 | -2.1 | -2.8
Cc1nc(SCc2ccccc2)c(C(F)(F)F)c(=O)[nH]1 | -1.0 | -2.6
Cc1csc(SCc2c(C(=O)O)oc3ccccc23)n1 | -0.1 | -0.8
Clc1ccc2oc(-c3ccccn3)nc2c1 | 3.6 | 11.3
O=C(O)Cc1ccc(C(=O)c2ccccc2F)s1 | -2.2 | 0.2
COc1cc(NC(=O)CN2C(=O)c3ccccc3S2(=O)=O)c(OC)cc1Cl | 2.4 | 0.5
N#Cc1c(N)n(CCOC(=O)c2cccc([N+](=O)[O-])c2)c2nc3ccccc3nc12 | -0.9 | -5.3
Cc1ccccc1OCc1nc(-c2ccccc2)no1 | -4.4 | -2.4
O=C1NCCCC2c3c(cc(Br)c(O)c3Br)OC12N1CCOCC1 (stereo not drawn) | 1.2 | -4.6
C/C(=N\NS(=O)(=O)c1ccc(C)c([N+](=O)[O-])c1)c1cc2ccccc2o1 | 4.3 | 2.0

Three entries from above, with two lines to a compound:
The line under a structure holds: Cneo AK release | miR-122 sensor
COC(=O)C1C(=O)CC(C)(O)C(C(=O)OC)C1c1ccccc1F (stereo not drawn)
  -0.4 | -8.1
Cc1ccc(NC(=O)Nc2ccccc2)cc1[N+](=O)[O-]
  -4.1 | -12.1
CCN(CC)C(=S)SCC(=O)c1c(C)[nH]c2ccccc12
  -4.1 | 12.6
